Source: PubChem BioAssay (Sanford-Burnham Center for Chemical Genomics)
TNAP activation fold = stimulation of alkaline phosphatase TNAP activity – biochemical, luminescent, no phosphate acceptor, uHTS, primary screen (AID 1001); purified TNAP, luminescent activation assay, no phosphate acceptor; higher activation fold means a stronger effect; activation fold at 20 µM, or EC50 in µM where a hit was titrated; hit rate 0.03% among 200,000; in the data active means activation fold from about 3, or a potency from the dose series; inactive means the rest, 99 in 100 with activation fold below about 1.6; further: many of its hits are not listed in these tables
NOD2 inhibition = inhibition of NOD2-driven NF-kB reporter – cell-based, luminescence, uHTS, HEK293 (AID 1566); HEK293 NOD2/NF-kB luciferase reporter, luminescence; higher % means a stronger effect; one-dose inhibition, % at 4 µM; EC50 in µM for titrated hits; hit rate 0.63% among 290,000; further: many of its hits are not listed in these tables
LYP inhibition = inhibitors of LYP phosphatase, biochemical, fluorescence intensity, uHTS (AID 1779); recombinant LYP phosphatase, fluorescence intensity; higher % means a stronger effect; inhibition, % at 11.5 µM; hits with a dose series show IC50 in µM; hit rate 0.054% among 290,000;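 further: plate controls were vehicle with enzyme for no effect and no enzyme for full effect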
KOR beta-arrestin-1 = KOR agonists, beta-arrestin recruitment, primary screen, cell-based, luminescence, uHTS (AID 1777); KOR beta-arrestin recruitment, luminescence; higher % means a stronger effect; hit rate 0.02% among 280,000; one-dose activation, % at 10 µM; EC50 in µM for titrated hits; in the data active means activation above about 50%, passing the limit was not always enough; further: a part of the inactive calls stands beside numbers as strong as those of hits
XIAP displacement = XIAP antagonists, biochemical, IAP family, fluorescence polarization (AID 1018) | XIAP BIR domain, fluorescence polarization peptide displacement; higher % means a stronger effect | hit rate 0.007% among 200,000 | one-dose displacement, % at 20 µM; IC50 in µM for titrated hits; in the data active means displacement above about 50%; further: a part of the inactive calls stands beside numbers as strong as those of hits
PMI inhibition = human PMI inhibitors, high substrate, primary screen, biochemical, fluorescence intensity, high mannose 6-phosphate (AID 1220); hit rate 0.66% among 190,000; recombinant PMI enzyme, coupled fluorescence intensity; higher % means a stronger effect; inhibition, % at 20 µM, or IC50 in µM where a hit was titrated
NOD1 inhibition = NOD1 signaling inhibitors, primary screen, cell-based, luminescence, uHTS (AID 1578) | NOD1-driven NF-kB luciferase reporter cells, luminescence; higher % means a stronger effect | inhibition, % at 4 µM; hits with a dose series show EC50 in µM | hit rate 1% among 290,000; in the data active means inhibition mostly above about 36%, no sharp cut-off; inactive means mostly below about 34%;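 further: HEK-293T reporter cells stimulated with the NOD1 agonist gamma-tri-DAP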
KOR beta-arrestin-2 = kappa opioid receptor blockers – cell-based, luminescence, uHTS (AID 1778). KOR beta-arrestin recruitment, luminescence, antagonist mode; higher % means a stronger effect. inhibition, % at 10 µM, or IC50 in µM where a hit was titrated. hit rate 0.091% among 290,000; further: strong numbers were not always called active
human PMI inhibition = inhibitors of human PMI, primary screen, biochemical, fluorescence intensity, coupled assay (AID 1209); purified PMI enzyme, coupled fluorescence intensity; higher % means a stronger effect; inhibition, % at 20 µM; hits with a dose series show IC50 in µM; hit rate 0.42% among 190,000;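 further: plate controls were DMSO vehicle for no effect and wells lacking substrate for full effect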
Numbers without * were called inactive; · = not tested or not shown; [ ] = dose if it differs, or a comment. Unless noted, no stated cut-off is given here; in the data, active means inhibition above about 50%; inactive means the rest. Not all compounds are listed, so the mix of outcomes need not match the whole.

TNAP activation fold | NOD2 inhibition | LYP inhibition | KOR beta-arrestin-1 | XIAP displacement | PMI inhibition | NOD1 inhibition | KOR beta-arrestin-2 | human PMI inhibition | mol
· | 4% | -12% | -3.7% | · | · | -16% | -33% | · | COc1cccc(N(C(=O)CNC(=O)c2ccco2)C(C(=O)NC2CCCC2)c2cccnc2)c1 (configuration not stated)
1 | 3% | -6% | -4.2% | -7.4% | 11% | -35% | -17% | 8% | CC(C)Cn1c(N)c(C(=O)COC(=O)c2c(F)cccc2F)c(=O)n(C)c1=O
· | 17% | -19% | -4.5% | · | · | 18% | 8%[20 µM] | · | O=C(CCC(=O)N1CCOc2ccccc21)N1CCCCC1
1 | 21% | -4% | 3.3% | -4.9% | -6% | -17% | 21% | -6% | COc1ccc(OC)c(S(=O)(=O)NCCc2cn3ccsc3n2)c1
1 | 10% | -6% | -0.3% | -2.4% | 1% | 3% | -9% | 4% | Cc1ccc(S(=O)(=O)N2CCCOC2)cc1
· | -2% | 5% | 1.1% | · | · | -28% | -38% | · | Cc1cccc(OCC(=O)Nc2ccc3oc(=O)ccc3c2)c1
1.1 | 10% | -7% | -2.7% | -1.4% | 3% | 6% | -10% | 5% | CC(C)Oc1ccc(CNC(=O)Cn2c(=O)oc3ccccc32)cc1
· | 0% | -6% | 2.2% | · | · | -6% | -26% | · | COc1ccc(NC(=O)COc2ccc(S(=O)(=O)N3CCOCC3)cc2C)cc1OC
1.5 | 2% | 8% | 4.8% | -21% | 31% | -24% | 6% | 48% | Cc1cc2[nH]c(=S)[nH]c2cc1C
0.8 | 12% | -6% | -3.3% | -2.2% | 2% | -26% | -47%[20 µM] | 5% | CCn1c(CNS(=O)(=O)c2ccc(Cl)cc2)n[nH]c1=S
1.1 | 3% | -3% | -4.2% | -3.5% | -5% | -31% | 34% | -5% | COc1ccccc1NC(=O)c1cc(C)nc2ccccc12
1 | -30% | 2% | 2.4% | -5.7% | -42% | -48% | -8% | -3% | COc1ccccc1Nc1n[nH]c(=S)s1
1.1 | 3% | -6% | -1.7% | -0.8% | 3% | -21% | 10% | 7% | COc1cccc(NC(=O)C2C3CC4OC(=O)C2C4C3)c1 (configuration not stated)
1 | -66% | -2% | -1.6% | -7.0% | -7% | -17% | -43% | -5% | CC(C)CCOCC(=O)Nc1cccc(C(=O)O)c1
1 | 7% | -10% | -5.3% | -3.8% | 7% | -10% | 20% | 10% | COc1cccc(-c2nnc(SCC(=O)N(C(C)C)C(C)C)o2)c1
· | 34% | 0% | 4.5% | · | · | 2% | 4% | · | CS(=O)(=O)c1sc(C(=O)NC(=S)Nc2ccc(OC(F)(F)F)cc2)c2c1C=CCC2
1 | 0% | -5% | 3.1% | -0.1% | -11% | -10% | -7% | -14% | Cc1ccc(CS(=O)(=O)Cc2ccc(C(=O)NCc3ccco3)o2)cc1
0.9 | 8% | -3% | -1.5% | -4.0% | -14% | -24% | -10% | -9% | O=C(CSc1ncn[nH]1)NCc1ccc2c(c1)OCO2
1.1 | 10% | -2% | 11% | -1.0% | 10% | 67% | 14% | 6% | CCOC(=O)N/N=C/c1ccc(OCCSc2ccc(Cl)cc2)c(OCC)c1
1 | -39% | -3% | 8.9% | -2.6% | -4% | 0% | -30% | -3% | CCn1nnc2sc3c(c2c1=O)CCC(C)C3 (configuration not stated)

4 entries from above, reformatted.
Below each SMILES – TNAP activation fold | NOD2 inhibition | LYP inhibition | KOR beta-arrestin-1 | XIAP displacement | PMI inhibition | NOD1 inhibition | KOR beta-arrestin-2 | human PMI inhibition
CCn1c(CNS(=O)(=O)c2ccc(Cl)cc2)n[nH]c1=S
→ 0.8 | 12% | -6% | -3.3% | -2.2% | 2% | -26% | -47%[20 µM] | 5%
COc1ccccc1NC(=O)c1cc(C)nc2ccccc12
→ 1.1 | 3% | -3% | -4.2% | -3.5% | -5% | -31% | 34% | -5%
COc1ccccc1Nc1n[nH]c(=S)s1
→ 1 | -30% | 2% | 2.4% | -5.7% | -42% | -48% | -8% | -3%
COc1cccc(NC(=O)C2C3CC4OC(=O)C2C4C3)c1 (configuration not stated)
→ 1.1 | 3% | -6% | -1.7% | -0.8% | 3% | -21% | 10% | 7%

Additional results follow.
TNAP activation fold | NOD2 inhibition | LYP inhibition | KOR beta-arrestin-1 | XIAP displacement | PMI inhibition | NOD1 inhibition | KOR beta-arrestin-2 | human PMI inhibition | mol
· | 25% | -10% | 2.0% | · | · | -3% | 20% | · | Cc1ccc(S(=O)(=O)NC2=NCN(C)CN2)cc1[N+](=O)[O-]
1.1 | 1% | -8% | -1.7% | -1.2% | -5% | 2% | -16% | -2% | CCC(=O)c1ccc(OCC(O)CN2CCCCC2)cc1 (configuration not stated)
1.1 | 13% | -2% | -4.1% | -5.6% | -4% | -32% | 11% | -9% | NC(=O)COC(=O)CSc1ccc2ccccc2c1
1.1 | 7% | 1% | 2.4% | -0.5% | -14% | -32% | -23% | -9% | CN(CCCNC(=O)CSc1cc(=O)n(C)c2cc(Cl)ccc12)Cc1ccccc1
1.1 | -8% | 0% | 7.4% | -3.3% | 12% | -13% | 10% | 15% | COc1cccc(NC(=O)C2CC(=O)N=C(N)S2)c1 (configuration not stated)
· | -27% | -6% | 2.7% | · | · | -18% | -33% | · | O=C(CN1CCN(C(=O)c2ccco2)CC1)Nc1ccccc1
1 | -4% | -4% | -1.7% | -6.2% | 8% | -42% | -6% | 8% | O=C(CSc1ccc(F)cc1)Nc1ccccc1Br
· | -14% | -5% | 2.0% | · | · | 52% | -25% | · | O=C(CSc1nc(C2CC2)nc2ccccc12)N1CCCCC1
1.1 | -3% | -5% | · | 0.4% | · | 0% | -77%[20 µM] | · | Cc1ccc(-n2cc(CNCCN3CCOC3=O)c(-c3cccc(C)c3)n2)cc1
1.1 | 3% | 0% | 1.4% | -0.5% | 9% | -7% | 8% | 3% | O=C(CCS(=O)(=O)Cc1ccccc1)NCc1ccco1
· | 4% | -4% | 2.5% | · | · | -9% | -35%[20 µM] | · | CCC(CC)N1CCN(C(=O)c2cc(OC)c(OC)c(OC)c2)CC1
· | 40% | -3% | -4.5% | · | · | 14% | -5% | · | COc1ccc(CNC(=S)NCc2ccc(Cl)cc2)cc1OC
1 | -10% | -4% | 7.8% | -0.5% | -4% | -20% | -9% | -5% | Cc1ccc(C(=O)/C=C/c2ccc(F)cc2)o1
· | 16% | -10% | -3.3% | · | · | 1% | 21% | · | COc1ccc(C(CC(=O)N2CCCC2)c2ccc(F)cc2)cc1 (configuration not stated)
1 | 11% | 2% | 1.7% | -6.6% | 0% | -24% | -4% | -2% | COc1ccc(NC(=O)COC(C)=O)cc1Cl
1 | 15% | -3% | -1.0% | -2.4% | 40% | -26% | -27% | 32% | COc1cc(C2NC(=S)NC(O)(C(F)(F)F)C2C(=O)c2cccs2)cc(OC)c1O (configuration not stated)
· | -2% | -1% | -2.0% | · | · | -9% | -7% | · | CC(=O)Nc1ccc(S(=O)(=O)N(C)c2nc3ccccc3nc2Cl)cc1
1.1 | 2% | -2% | 0.9% | -8.4% | 5% | -4% | 6% | 8% | O=C(Oc1cccc(N2C(=O)CCC2=O)c1)C1CC(=O)N(c2ccc(Br)cc2)C1 (configuration not stated)
1.2 | 16% | -6% | 2.5% | -1.8% | 7% | -16% | · | -3% | CCCCC(=O)NCc1ccc(F)cc1
· | -86% | 0% | 1.8% | · | · | 9% | -4% | · | Fc1ccc(/C=N/NC(=S)Nc2ccc(Cl)cc2Cl)cc1
1.2 | 4% | -9% | -3.1% | -4.0% | -5% | -26% | -5% | -7% | Cc1ccc(SCCN)cc1C
1 | -3% | 0% | 9.1% | -10% | 14% | -1% | -1% | 6% | O=c1nc2n(c3ccc([N+](=O)[O-])cc13)CCCCC2
1 | -2% | 7% | 7.9% | -5.5% | -1% | 4% | -20% | 6% | COc1ccc(-c2cc(=Nc3ccc(C)cc3)c3ccccc3o2)cc1
· | 5% | -6% | -2.8% | · | · | -36% | -29%[20 µM] | · | CC(c1ccccc1)n1c(N2CCNCC2)nc2c1c(=O)[nH]c(=O)n2C (configuration not stated)
· | 12% | -7% | 4.2% | · | · | 12% | -20% | · | Cc1ccc(-n2nc3c(N4CCC(C(=O)N5CCN(C)CC5)CC4)nnc(C)c3c2C)cc1
1 | 3% | -9% | -0.2% | -0.3% | -9% | 2% | 7% | -8% | Cc1ccc(S(=O)(=O)N(NC2=NS(=O)(=O)c3ccccc32)C(=O)c2ccccc2)cc1
1.1 | -4% | -4% | -5.8% | -2.3% | -8% | 22% | 39% | -3% | O=S1(=O)N=C(N2CCc3ccccc3C2)c2ccccc21
1 | -14% | -3% | -0.6% | -5.9% | 6% | 53% | -16% | 11% | Nc1c(C(=O)N/N=C/c2cccnc2)cnn1-c1ccccc1
1.1 | 11% | -2% | 3.1% | -1.7% | 1% | -1% | -16% | 1% | O=C(CNC(=O)c1ccco1)OC(C(=O)c1ccccc1)c1ccccc1 (configuration not stated)
· | 13% | -7% | -1.3% | · | · | -28% | -53%[20 µM] | · | COc1cc(OC)c(NC(=O)C2CCCO2)cc1Cl (configuration not stated)
· | -5% | -10% | -2.5% | · | · | 4% | -9% | · | CCCCCCC[C@H](N)[C@H](O)C(=O)N(C)[C@@H](CCS(C)=O)C(=O)N[C@@H](Cc1ccc(O)cc1)C(=O)N[C@@H](Cc1ccc(O)cc1)C(=O)O (some centres not stated)
1.1 | 17% | -8% | -2.2% | 1.5% | -9% | -11% | -1% | -6% | CCN(CC)CC(C)OC(=O)COc1ccc(OC)cc1 (configuration not stated)
1.1 | -51% | 2% | -2.6% | -4.3% | -163% | -50% | 19% | -74% | Cn1c(O)c(/C=N/Nc2ccccc2)c(=O)n(C)c1=O
1.4 | 15% | -6% | 6.4% | 3.7% | -4% | 6% | 11% | -3% | Nc1[nH]c(N=NC(=O)c2ccc(F)cc2)c2ccccc12
1.1 | -128% | -1% | -4.1% | 1.8% | 8% | -58% | 28% | 7% | CC(C)=CC(=O)Nc1ccc(Br)cc1
1 | 11% | -1% | 1.2% | -4.7% | 3% | 22% | 13% | -4% | O=C(CSc1cccc[n+]1[O-])Nc1cc(S(=O)(=O)N2CCOCC2)ccc1N1CCOCC1
1.1 | -85% | -2% | 3.5% | -5.0% | -13% | -100% | -46% | 1% | Clc1cccc(/C=N/Nc2nc(Cl)nc3ccccc23)c1
1.1 | -119% | -6% | -3.7% | 0.4% | 3% | -9% | 10% | 7% | COc1ncccc1-c1nnn(-c2ccccc2)n1
· | 23% | -5% | -1.3% | · | · | 1% | 10% | · | O=C(O)c1ccc2c(=O)n3c(nc2c1)/C(=C/c1ccc(Cl)c(Cl)c1)CC3
· | -1% | -10% | 1.5% | · | · | -26% | -8% | · | COc1ccc(S(=O)(=O)N2CCOC2CNC(=O)C(=O)NCc2ccc3c(c2)OCO3)cc1 (configuration not stated)
1 | 11% | -11% | -2.9% | -7.3% | -1% | -6% | · | -14% | NC(=O)CC[C@H](NC(=O)c1ccc(F)cc1)C(=O)OCC(=O)Nc1ccc(N2CCOCC2)cc1
1.2 | 1% | -9% | -4.3% | -3.7% | -10% | -18% | -4% | -13% | CN1CCN(CC(=O)N/N=C/c2ccc(F)c(F)c2)CC1
1.1 | 14% | -12% | 6.2% | -9.3% | 2% | -6% | 16% | 0% | O=C(CNC(=O)c1ccc(S(=O)(=O)N2CCCC2)cc1)N/N=C/c1ccccc1
· | -5% | 1% | 2.5% | · | · | -22% | -14% | · | O=C(Nc1ccnn1C1CCN(Cc2ccc(OC(F)F)cc2)CC1)C1CCCC1
1 | 13% | -8% | 5.0% | -2.3% | 5% | -24% | 0% | -13% | COc1ccc(CN2C(=O)NC3(CCCCCC3)C2=O)cc1F
